# M5 antag – CHRM5 antagonism in calcium assay; P08912; CHO-hM5 cells, Fluo-8 calcium fluorescence, ACh EC80; inhibition, % at 3 µM; hit rate 0.59% among 360,000; AID 624040;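 active = inhibition above a per-plate cutoff, the mean of that plate's test compounds plus 3 SD, cut at about 27% in these data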;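 note: 0% = acetylcholine EC80 with DMSO and 100% = DMSO without agonist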
# Target sequence (P08912 whole entry, looked up): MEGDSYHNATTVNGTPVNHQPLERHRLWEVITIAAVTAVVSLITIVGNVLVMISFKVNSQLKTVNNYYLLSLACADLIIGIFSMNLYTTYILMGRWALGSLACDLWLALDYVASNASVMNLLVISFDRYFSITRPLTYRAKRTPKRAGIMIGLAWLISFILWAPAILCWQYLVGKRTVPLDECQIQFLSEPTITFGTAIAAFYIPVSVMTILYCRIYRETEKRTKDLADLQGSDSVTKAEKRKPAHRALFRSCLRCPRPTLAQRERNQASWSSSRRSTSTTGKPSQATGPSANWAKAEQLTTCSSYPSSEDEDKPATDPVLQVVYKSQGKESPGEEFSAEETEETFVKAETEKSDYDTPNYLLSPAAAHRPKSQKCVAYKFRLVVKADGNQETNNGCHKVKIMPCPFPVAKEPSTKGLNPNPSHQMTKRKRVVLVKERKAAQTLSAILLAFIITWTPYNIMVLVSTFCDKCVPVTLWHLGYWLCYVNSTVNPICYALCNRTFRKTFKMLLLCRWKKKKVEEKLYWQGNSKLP
# CHRM5 agonist – CHRM5 agonism in calcium assay | activation, % at 3 µM | AID 624037 | CHO-K1 hM5 cells, Fluo-8 calcium fluorescence; 0% DMSO wells, 100% maximal acetylcholine response | hit rate 0.19% among 360,000 | P08912;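 active = activation above the run's mean over test compounds plus 3 SD, cut at about 23% in these data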;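 note: signal is peak over basal fluorescence ratio across the kinetic read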
# CHO-K1 Ca ag – counter-screen for M1 agonists: effect in parental CHO-K1 cells | Fluo-8 calcium fluorescence; scaled to maximal ATP response, vehicle zero | activation, % at 3 µM | hit rate 0.48% among 360,000; in the data active = activation above about 15%;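 note: untransfected CHO-K1 host cells lacking M1 receptor as counterscreen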
# M5 PAM – CHRM5 positive allosteric modulation | P08912 | CHO-K1 hM5, Fluo-8 calcium, ACh EC20 PAM; 0% = ACh EC20, 100% = ACh EC100 | activation, % at 3 µM | hit rate 0.3% among 360,000;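 active = activation above the run cutoff, the mean activation of all test compounds plus 3 SD, cut at about 18% in these data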
#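 Assay system: CHO-K1 hM5 cells / Incubation: Fluo-8 loading 80 min at 37 °C plus 30 min room temperature / Technique: Fluo-8 calcium dye fluorescence, kinetic read / Repeats: single replicate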
# M4 ag – CHRM4 agonism in calcium assay; P08173; hit rate 0.14% among 360,000; CHO-K1 hM4/Gqi5, Fluo-8 calcium fluorescence; vehicle 0%, full acetylcholine response 100%; activation, % at 3 µM;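 active = activation above the run mean over all test wells plus 3 SD, cut at about 32% in these data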;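 note: peak over basal fluorescence ratio per well then scaled between controls; 0% = DMSO wells and 100% = acetylcholine at EC100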
# Target sequence (P08173 whole entry, looked up): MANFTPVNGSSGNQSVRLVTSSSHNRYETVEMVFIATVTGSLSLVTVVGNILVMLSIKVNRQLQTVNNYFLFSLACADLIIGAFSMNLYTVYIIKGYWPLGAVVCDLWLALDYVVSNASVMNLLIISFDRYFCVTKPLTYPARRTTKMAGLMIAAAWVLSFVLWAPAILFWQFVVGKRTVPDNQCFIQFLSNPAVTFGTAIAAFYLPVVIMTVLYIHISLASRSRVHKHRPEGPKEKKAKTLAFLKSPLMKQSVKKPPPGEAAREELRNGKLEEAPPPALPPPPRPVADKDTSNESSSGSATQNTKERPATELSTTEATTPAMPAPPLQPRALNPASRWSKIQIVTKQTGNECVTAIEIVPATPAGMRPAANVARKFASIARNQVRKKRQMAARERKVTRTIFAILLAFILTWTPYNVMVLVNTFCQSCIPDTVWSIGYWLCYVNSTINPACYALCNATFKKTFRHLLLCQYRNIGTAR
# CHO-K1 Ca PAM – M1 PAM counterscreen hit in parental CHO-K1 cells | ATP EC20, Fluo-8 calcium fluorescence; 0% at ATP EC20, 100% at ATP max | activation, % at 3 µM | hit rate 0.02% among 360,000;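 active = activation above the run cutoff, the mean activation of all test compounds plus 3 SD, cut at about 40% in these data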;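 note: peak over basal fluorescence ratio in a 140 s read after ATP addition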
# CHRM4 PAM – CHRM4 positive allosteric modulation | P08173 | activation, % at 3 µM | hit rate 0.4% among 360,000 | CHO-K1 hM4/Gqi5, Fluo-8 calcium fluorescence, ACh EC20; 0% = ACh EC20, 100% = maximal ACh;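 active = activation above its plate's cutoff, the mean activation of sample wells plus 3 SD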; note: some results filed as inactive read as strong as hits
# CHO-K1 Ca antag – M1 antagonist counterscreen hit in parental CHO-K1 cells. inhibition, % at 3 µM. AID 602250. hit rate 0.6% among 360,000. ATP-induced calcium, Fluo-8 fluorescence;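 active = inhibition above a per-plate cutoff, the plate's mean sample inhibition plus 3 SD, cut at about 24% in these data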;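 note: 0% = DMSO plus EC80 ATP and 100% = DMSO alone without ATP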
# CHRM4 antagonist – antagonists of human muscarinic M4 receptor (CHRM4); P08173; CHO-hM4 cells, ACh EC80, Fluo-8 calcium fluorescence; inhibition, % at 3 µM; hit rate 0.73% among 360,000;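 active = inhibition above its plate's cutoff, the mean inhibition of sample wells plus 3 SD, cut at about 27% in these data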;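 note: 0% = acetylcholine EC80 with DMSO and 100% = DMSO without agonist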
# * = called active by the depositor; nt = not tested or not shown.
SMILES,M5 antag,CHRM5 agonist,CHO-K1 Ca ag,M5 PAM,M4 ag,CHO-K1 Ca PAM,CHRM4 PAM,CHO-K1 Ca antag,CHRM4 antagonist
Cc1ncc(CN2CCCC(C(=O)Nc3ccc(-c4ccco4)cc3)C2)n1C (stereo unspecified),6,-8,0.9,-3,1,3,-12,-8,31*
CCC1=NN(C(=O)CCc2ccc3c(c2)OCO3)C(O)(C(F)(F)F)C1 (stereo unspecified),3,-5,7.0,4,2,16,7,9,-10
CC1(C)CC2(CCO1)OC(=O)CC2C(=O)Nc1ccc(Br)cc1 (stereo unspecified),7,3,0.8,-3,1,19,-4,-16,9
CCN(CC)S(=O)(=O)c1ccc2c(c1)nc(CCC(=O)Nc1ccccc1Cc1ccccc1)n2CC,-3,0,2.3,-5,10,-1,-5,-24,-1
O=C(NCCCN=C1NS(=O)(=O)c2ccccc21)c1ccc(F)cc1,-6,-2,0.1,-1,1,8,1,7,-5
Cc1cc(OCC(=O)Nn2cnnc2)ccc1Br,10,3,1.0,-7,2,14,7,-22,2
C=CCN1CCOc2ccc(C)cc2S1(=O)=O,5,3,-0.4,3,0,0,-1,-10,-3
CC(C)(C)c1ccc(-c2noc(CCC(=O)N3CCOCC3)n2)cc1,12,1,4.8,2,3,14,8,-20,-7
CN1CCN(C(=O)c2ccc(N(Cc3ccc(Cl)cc3)S(C)(=O)=O)cc2)CC1,-3,0,2.1,-3,3,13,-4,-16,1
CC(C)Cn1c(NCCO)nc2ccccc21,-1,0,1.2,3,1,19,8,-8,1
NS(=O)(=O)c1ccc(C(=O)O)cc1,-4,0,0.4,-4,0,17,7,-6,-8
Cn1c(=O)c2[nH]c(CCCCCc3nc4ccccc4[nH]3)nc2n(C)c1=O,2,-1,1.0,-3,0,-6,-4,18,3
O=C(CCS(=O)(=O)c1ccccc1)N1CCN(c2cccc(C(F)(F)F)c2)CC1,1,-1,10,-3,14,7,-2,-5,0
Cc1ccc(C(=O)Nc2c3c(nn2C(C)(C)C)CS(=O)(=O)C3)cc1[N+](=O)[O-],-7,-3,-0.4,11,2,-22,5,14,-9
CCc1ccc(N2C(=O)CN(Cc3ccc(OC)c(OC)c3)C2=S)cc1,-6,5,-0.2,-1,-2,13,14,6,-7
O=C(N/N=C/c1cc2c(cc1Br)OCO2)c1c[nH]c2ccccc12,4,-1,0.7,-11,3,-6,-9,6,1
Cc1ccsc1/C=N/NC(=O)Cc1cccn1C,-9,2,0.2,-2,1,22,-2,-7,4
O=C1CC(c2ccccc2)CC(=O)N1c1ccccc1,8,1,0.5,2,0,-10,15,-2,5
O=C(CCC(=O)Nc1ccccc1Cl)N/N=C/c1c[nH]c2ccccc12,-5,-1,0.1,7,1,3,-1,-2,-9
COCCn1cnc2c1c(=O)n(CC(=O)c1ccc3c(c1)OCCO3)c(=O)n2Cc1ccccc1,5,3,0.8,2,2,6,18,-8,-2
CC1CCCN(C(=O)CSc2nnc(-c3ccc(S(=O)(=O)N4CCOCC4)cc3)n2C)C1 (stereo unspecified),-4,3,3.2,3,1,19,-2,-2,-2
COc1ccc(-n2cc3c(-c4cccc(Br)c4)nnc(C)c3n2)cc1,16,-3,1.8,-7,3,22,0,0,-5
CCCc1cc(C(=O)Nc2ccc(C(=O)c3ccc(F)cc3)cc2)n(C)n1,12,-3,12,-20,18,-12,-11,7,-3
Cn1c(CCNC(=O)C2CCCCC2)nc2cc([N+](=O)[O-])ccc21,1,-2,0.7,6,1,-3,17,-20,-13
Nn1c(Cc2cccc3ccccc23)nnc1SCc1ccc(Cl)c(Cl)c1,1,-6,0.4,7,3,14,9,-4,8

# Single entries from the entries so far.
# Cc1ncc(CN2CCCC(C(=O)Nc3ccc(-c4ccco4)cc3)C2)n1C (stereo unspecified) | M4 ag: 1
# O=C(NCCCN=C1NS(=O)(=O)c2ccccc21)c1ccc(F)cc1 | M5 antag: -6

# Further results follow.
SMILES,M5 antag,CHRM5 agonist,CHO-K1 Ca ag,M5 PAM,M4 ag,CHO-K1 Ca PAM,CHRM4 PAM,CHO-K1 Ca antag,CHRM4 antagonist
COc1cc(-c2cnc3c(NC=O)cc(-c4ccccc4Cl)cn23)cc(OC)c1OC,4,-1,0.9,-3,1,10,1,3,-7
CN1/C(=C/c2cc[n+](C)c3ccccc23)C=Cc2ccccc21,11,1,0.1,0,0,2,-7,-1,14
CCNC(=O)NNC(=O)C1CC(c2cccs2)=NO1 (stereo unspecified),-3,1,-0.3,7,1,6,12,-15,-15
CC(C)Cn1c(SCC(=O)NC2CC2)nc2ccccc21,-1,2,-0.2,-5,1,-15,5,4,-7
CCOc1cc(NC(=S)NCCc2ccccc2)c(OCC)cc1NC(C)=O,-14,3,0.3,6,0,-2,1,-4,5
CC(Oc1ccccc1F)c1nnc(SCC(=O)N(c2ccccc2)C2CCS(=O)(=O)C2)o1 (stereo unspecified),-2,8,-0.1,2,0,18,6,-16,11
Cc1ccccc1S(=O)(=O)Cc1ccc(C(=O)NCCN(C)Cc2ccccc2)o1,12,-9,0.9,-8,3,10,2,8,0
CC(C)(C)c1[nH]nc2c1C(c1ccoc1)C(C#N)=C(N)O2 (stereo unspecified),7,-4,2.0,-7,4,5,4,-6,-4
COc1ccc(NC(=S)Nc2ccc3snnc3c2)cc1,18,2,2.7,-2,4,10,5,-8,-7
O=[N+]([O-])c1ccccc1NCCOc1ccccc1,0,-6,-0.1,-7,-3,-4,1,-1,-4
CCCC(=O)Nc1nc2ccc(S(N)(=O)=O)cc2s1,4,2,1.2,-4,0,4,2,10,-2
O=C1COc2ccc(C(=O)COC(=O)c3ccc(F)cc3Cl)cc2N1,17,6,1.4,-11,8,14,-2,-11,-5
CCOC(=O)C1Nc2ccccc2C2C(O)C(O)CC12 (stereo unspecified),5,5,0.0,-7,2,-7,-1,5,-3
COc1cccc(NC(=O)c2csc3c2CCCC3)c1,-16,-7,0.3,3,-2,9,3,3,-2
COc1ccc(NC(=O)CN(C)CC(=O)Nc2cccc(C(C)=O)c2)cc1,4,-2,1.7,1,2,-1,-3,1,-3
Cc1cccc(C)c1NC(=O)CNC(=O)c1ccccc1,12,-2,0.4,-7,2,-1,3,-8,5
COC(=O)[C@@]12C[C@@H](CC(=O)N3CCSCC3)C(=O)N(CCc3ccc(OC)c(OC)c3)C1=CCC(C)(C)C2,-2,4,nt,1,6,nt,4,nt,-14
COC(=O)c1c(C)[nH]c(C(=O)OCC(=O)N(CC(C)C)c2c(N)n(Cc3ccccc3)c(=O)[nH]c2=O)c1C,2,0,0.8,-4,1,3,-1,-10,-5
CC1(C)CCCC2(C)C1CCC1(C)OC(=O)CCC12 (stereo unspecified),-8,4,-0.3,8,-1,20,2,-12,-9
CCc1cc(=O)oc2cc(C)c(CN3CCCCC3)c(O)c12,-1,-1,-0.1,-3,0,-6,-2,14,-6
CCOc1ccc(C(C)NC(=O)C2CCN(S(=O)(=O)c3ccc(OC)cc3)CC2)cc1OCC (stereo unspecified),9,-4,0.1,1,-1,-2,7,1,3
O=C(C1CCCCC1)N1CCN(c2ccnc3cc(Cl)ccc23)CC1,6,6,11,-24,13,-24,-30,10,10
COc1cccc(-c2c(C(=O)N/N=C(\C)c3cccnc3)nnn2-c2nonc2N)c1,-4,9,2.2,3,8,9,6,0,1
CN(Cc1ccccc1)C(=O)c1ccc(Cc2cn(C)c3ccccc23)nc1,2,1,0.2,-1,3,-4,3,0,-4
OCC[C@@H]1C[C@H](O)[C@@H](O)[C@]2(Cc3ccccc3CO2)O1,13,3,0.5,-1,2,12,9,-7,-1

# Additional results
SMILES,M5 antag,CHRM5 agonist,CHO-K1 Ca ag,M5 PAM,M4 ag,CHO-K1 Ca PAM,CHRM4 PAM,CHO-K1 Ca antag,CHRM4 antagonist
CCN(CC)C(=O)CN(c1cc2c(cc1OC)oc1ccccc12)S(=O)(=O)c1ccccc1,-2,-1,0.5,-1,1,1,-4,-6,5
CC1CCN(c2ccc3nnc(CCC(=O)NCC(C)c4ccccc4)n3n2)CC1 (stereo unspecified),3,-5,0.8,-3,1,10,-1,-12,6
O=[N+]([O-])c1cc(S(=O)(=O)N2CCCC2)ccc1N/N=C/c1cccnc1,11,-1,0.1,2,1,12,-2,-9,3
COCC(C)N=C1NN=C(c2c[nH]c3ccccc23)CS1 (stereo unspecified),-5,-1,-0.2,5,1,9,8,3,-3
COc1ccc2c(C)c(CCC(=O)NCCCN3CCCC3=O)c(=O)oc2c1C,2,3,0.3,1,1,5,7,5,-15
Nc1ccc(-c2nc3ccccc3o2)cc1,7,0,0.4,4,1,-19,1,6,-1
Cc1cc(N(CCO)CCO)nc(-n2nc(C)cc2C)n1,1,-2,0.2,5,0,15,0,-7,0
Cc1sc2ncnc(OCC(=O)NC(C)C(C)C)c2c1C (stereo unspecified),11,-3,0.8,-1,0,9,9,-2,-11
CC(C)CCN(CCC(C)C)C/C(O)=C(\C#N)c1nc(-c2ccccc2)cs1,7,1,0.6,-7,5,-12,-3,2,1
O=C(CSc1ncn[nH]1)N1N=C2/C(=C\c3ccco3)CCCC2C1c1ccco1 (stereo unspecified),2,1,-0.6,10,-1,10,1,-13,-3
Cc1ccc2cc3cc(C(=O)NCCCN4CCCC4=O)oc3nc2c1,11,-2,0.2,-5,3,-8,-1,0,-1
Cc1ccc(CN2C(=O)CCC2C(=O)NCCCN2CCCC(C)C2)cc1 (stereo unspecified),-7,-2,0.4,4,1,15,10,-15,6
Cc1cccc(-n2c(O)c(C=Nc3ccc4c(c3)OCO4)c3ccccc3c2=O)n1,2,-5,0.3,-1,1,22,3,-8,-2
CCn1cc(C(=O)NCc2ccco2)c(=O)c2cc(S(=O)(=O)N3CC(C)CC(C)C3)ccc21 (stereo unspecified),-7,-2,0.1,3,1,6,5,4,0
Cc1ccccc1-c1nnc(SCC(=O)Nc2c(C)n(C)n(-c3ccccc3)c2=O)o1,4,1,0.2,2,0,11,8,-4,-5
O=C(O)COc1ccc2c3c(c(=O)oc2c1)CCC3,-11,1,0.6,13,1,17,10,-15,-9
c1ccc(-c2csc(N3CCCCCC3)n2)cc1,-16,-2,0.3,18,0,17,1,-9,-12
COc1ccc(CCNC(=O)C2CCN(C(=O)c3ccc([N+](=O)[O-])cc3)CC2)cc1,-1,-2,11,1,1,23,2,-1,-6
CN(C)c1ccc(C(=S)N2CCNCC2)cc1,5,-5,0.8,-2,0,19,5,-20,-4
Cc1ccc2c(n1)sc1c(-c3ccc(Br)cc3)c(C#N)c(N)nc12,9,1,-0.3,2,0,6,3,11,5
COc1ccccc1N1CCN(C(=O)/C=C/c2ccc3c(c2)OCO3)CC1,11,0,2.7,-13,4,4,4,-4,8
CC1CCc2cc(F)cc3c(O)c(C(=O)NCCN(C)C)c(=O)n1c23 (stereo unspecified),4,-5,6.0,2,-1,15,-3,6,2
CCOC(=O)N1CCN(S(=O)(=O)c2ccc(OCC)c3ccccc23)CC1,4,12,5.6,-4,8,15,-7,-2,-2

# Of the compounds above, five contain a thiophene ring, fused or not:
SMILES,M5 antag,CHRM5 agonist,CHO-K1 Ca ag,M5 PAM,M4 ag,CHO-K1 Ca PAM,CHRM4 PAM,CHO-K1 Ca antag,CHRM4 antagonist
Cc1ccsc1/C=N/NC(=O)Cc1cccn1C,-9,2,0.2,-2,1,22,-2,-7,4
CCNC(=O)NNC(=O)C1CC(c2cccs2)=NO1 (stereo unspecified),-3,1,-0.3,7,1,6,12,-15,-15
COc1cccc(NC(=O)c2csc3c2CCCC3)c1,-16,-7,0.3,3,-2,9,3,3,-2
Cc1sc2ncnc(OCC(=O)NC(C)C(C)C)c2c1C (stereo unspecified),11,-3,0.8,-1,0,9,9,-2,-11
Cc1ccc2c(n1)sc1c(-c3ccc(Br)cc3)c(C#N)c(N)nc12,9,1,-0.3,2,0,6,3,11,5
